# MrgX1 agonist: human MrgX1 receptor agonism, primary screen | 310,000 compounds, 0.44% hits | MrgX1-HEK293 cells, Fluo-4 calcium fluorescence, agonist mode; hits give high values | AID 588627 | B-score at 10 µM | Q96LB2;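 active means calcium response B-score plate-corrected fluorescence ratio at least 3 library SD, with starting fluorescence B-score inside 5 SD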
# Target sequence (Q96LB2 whole entry, looked up): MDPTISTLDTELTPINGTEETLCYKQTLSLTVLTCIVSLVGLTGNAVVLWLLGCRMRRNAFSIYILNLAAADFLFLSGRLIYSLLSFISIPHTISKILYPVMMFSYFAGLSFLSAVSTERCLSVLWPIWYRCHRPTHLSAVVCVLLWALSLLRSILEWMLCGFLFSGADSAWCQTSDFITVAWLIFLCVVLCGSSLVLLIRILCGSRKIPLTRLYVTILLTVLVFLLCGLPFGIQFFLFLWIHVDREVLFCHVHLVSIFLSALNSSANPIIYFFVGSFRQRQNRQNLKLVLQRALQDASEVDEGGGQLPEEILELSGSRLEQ
#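 Test system: HEK293 cells stably expressing human MrgX1 receptor; Input: fifteen thousand cells per well; Dosing: compound delivered in addition one of three; Schedule: overnight seeding, then 1 h dark dye loading; Technique: Fluo-4 NW calcium fluorescence; Measure: B-scored fluorescence response ratio; Controls: positive and negative controls per plate.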
# TRPC6 inh: mouse TRPC6 channel inhibition; Q61143; HEK293-TRPC6, membrane potential dye, ACh-evoked depolarization; hits give low values; B-score at 10 µM; 310,000 compounds, 1.1% hits; AID 2553;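 active means B-score under library mean minus 3 SD, initial fluorescence not abnormally high, positive integrated signal ratio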;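 further: B-score derived from integrated fluorescence ratio over the kinetic read; more negative B-score means stronger inhibition of depolarization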
# MrgX1 allo act: allosterically activates human MrgX1 receptor signaling; 310,000 compounds, 0.63% hits; Q96LB2; MrgX1-HEK293, Fluo-4 calcium flux, FDSS; hits give high values; B-score at 10 µM;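 active means plate-corrected calcium response at least 3 library SD above typical, normal starting fluorescence, not activating the receptor alone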;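 further: compound read alongside a low EC10 to EC30 dose of BAM8-22 agonist; peak minus trough fluorescence over baseline measured at the second addition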
# TRPC6 activator: activates the mouse TRPC6 cation channel. Q61143. HEK293-TRPC6 membrane potential dye fluorescence; hits give high values. B-score at 10 µM. 310,000 compounds, 0.13% hits;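 active means B-score of the integrated fluorescence ratio above library mean plus 3 SD, and starting fluorescence ratio within library mean plus 5 SD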;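 further: higher score means more depolarization so channel activation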
# TRPC4 PAM: allosterically enhances the mouse TRPC4 cation channel. HEK293 TRPC4beta/mu-opioid, DAMGO EC20, Fluo-4 Ca2+ flux; hits give high values. B-score at 10 µM. 310,000 compounds, 0.42% hits;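 active means B-score of calcium response area above 5 SD of library B-scores, with initial fluorescence ratio within 5 SD of library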;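 further: B-score of integrated fluorescence ratio over time as area under calcium response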
# PolyA inh: yeast polyadenylation inhibition; calls only at 12 µM; S. cerevisiae SKY197-pL101 polyadenylation reporter, beta-gal luminescence; efflux-impaired pdr1/pdr3 knockout yeast; score 100 = 6 SD above DMSO; 300,000 compounds, 0.02% hits;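 active means lowest replicate activity score at least 50, where 100 means six control SD above control mean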;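 further: yeast exposed to compound for 9 h at 30 °C; higher score means more reporter readthrough which indicates perturbed polyadenylation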
# HIF act: HIF pathway transcriptional activation; U2OS HRE-luciferase reporter, luminescence; normalized: DMSO 0%, desferrioxamine 100%; activation, % at 7.5 µM (by protocol); 300,000 compounds, 0.32% hits;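 active means mean activation of at least 10% of the iron chelator positive control signal, with at least half of replicates also reaching 10%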
# TRPC4 inh: inhibitors of mouse TRPC4 channel. AID 2247. HEK293 TRPC4beta/mu-opioid, DAMGO-evoked Fluo4 calcium flux; hits give low values. Q9QUQ5. 300,000 compounds, 0.39% hits. B-score at 10 µM;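 active means B-score over 3 SD under the library average, no early fluorescence shift, positive overall ratio signal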
#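 Material: HEK293 cells with stable TRPC4beta plus mu-opioid receptor expression / Probe or stimulus: DAMGO in two steps, submaximal then maximal / Compound: single concentration per test compound / Technique: kinetic Fluo4 fluorescence imaging of calcium influx / Read-out: per-well B score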
# MrgX1 antag: blocks BAM8-22 activation of human MrgX1 receptor | B-score at 10 µM | AID 588676 | MRGX1-HEK293 calcium flux, Fluo-4, BAM8-22 antagonism; hits give low values | Q96LB2 | 310,000 compounds, 1.3% hits;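 active means calcium-response B-score plate-corrected more than 3 library SD below zero, starting fluorescence within 5 deviations, no agonist response on first addition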;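 further: peak minus trough fluorescence over baseline after final BAM8-22 challenge near maximal dose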
# AI-2 QS modul: modulates the Vibrio harveyi AI-2 quorum sensing system; Vibrio harveyi JMH597 AI-2 luminescence/OD600 ratio, 9 h; hits give low values; strain lacks LuxN and CqsS sensors; 0 = neutral-control median; activity change, % at 7.5 µM; 300,000 compounds, 0.4% hits; AID 2094; in the data active means activity change below about -75%, passing the limit was not always enough;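 further: luminescence divided by OD600 gain over 9 h not by final OD600 alone; inactives centre near 13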
# TRPC4 act: activators of mouse TRPC4 channel; Q9QUQ5; HEK293 TRPC4beta/mu-opioid, Fluo4 calcium fluorescence; hits give high values; B-score at 10 µM; 310,000 compounds, 0.49% hits; AID 2237;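 active means B-score above 5 SD of library B-scores, and initial fluorescence ratio not above library mean plus 5 SD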;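 further: positive B-score marks a calcium rise read as TRPC4 activation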
#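 System: HEK293 cells stably co-expressing mouse TRPC4beta and mu-opioid receptor; Schedule: Fluo4 dye loading 45 min at room temperature, 110 s recording; Detection: Fluo4 fluorescence, kinetic; Evaluation: B-scored integrated calcium fluorescence ratio; Controls: buffer (low) and maximal DAMGO (high).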
# Active calls of the source: *; i = inactive; nt = no result given.
SMILES,MrgX1 agonist,TRPC6 inh,MrgX1 allo act,TRPC6 activator,TRPC4 PAM,PolyA inh,HIF act,TRPC4 inh,MrgX1 antag,AI-2 QS modul,TRPC4 act
Cc1cccc(C)c1OCc1cc(C(=O)N2CCN(c3ccccc3)CC2C)no1 (configuration not stated),i,i,i,i,i,i,0.5,i,i,19,i
O=S(=O)(Nc1ccc(Cl)cn1)c1ccc(Cl)cc1,i,i,i,i,i,i,0.1,i,i,37,i
COc1ccc(OCC(=O)Sc2ccc(C)cc2)cc1,i,i,i,i,i,i,0.0,i,i,7,i
O=C(Nc1ccc(Cl)cc1)[C@@H]1[C@@H]2C(=O)N(c3ccc(Cl)cc3Cl)C(=O)[C@@H]2[C@H]2C=CC=NN21,i,i,i,i,i,i,-0.2,i,-5.1*,27,i
c1ccc(-n2ncc3c(NCc4cccnc4)ncnc32)cc1,i,i,i,i,i,i,2.4,i,i,17,i
Cc1nn(C(=O)c2cccs2)c(N)c1-c1ccccc1,i,i,9.3*,i,i,i,4.8,i,i,5,i
OC(COc1ccc2ccccc2c1)Cn1ccnc1 (configuration not stated),i,i,i,i,11*,i,0.3,i,i,19,i
COc1ccc(CNC(=O)C2CCC(=O)N(CCCN3CCCC3=O)C2)cc1 (configuration not stated),i,i,i,i,i,i,0.0,i,i,24,i
CCOc1ccc(N2CC(NS(=O)(=O)c3cccs3)CC2=O)cc1 (configuration not stated),i,i,i,i,i,nt,-0.4,i,i,18,i
CCC(C)N(C(=O)COC(=O)COc1c(C)cc(C)cc1C)C1CCS(=O)(=O)C1 (configuration not stated),i,i,i,i,i,i,-0.2,i,i,18,i
COc1ccc(N(CC(=O)Nc2cccc([N+](=O)[O-])c2C)S(C)(=O)=O)cc1OC,i,i,i,i,i,i,0.1,i,i,15,i
CC(=O)c1ccc(N(CC(=O)NC2CCCC2)C(=O)c2csnn2)cc1,i,i,i,i,i,i,0.7,i,i,15,i
Cc1cc(C)cc(NC(=O)c2c(C)nc3ccccn23)c1,i,i,i,i,i,i,0.1,i,i,2,i
O=C(COC(=O)c1ccc[nH]c1=O)NC1CCCCC1,i,i,i,i,i,i,0.0,i,i,-2,i
COC(=O)c1ccc(-c2ccc(/C=N/NC(=O)Cc3nnc(N)s3)o2)cc1,i,i,i,i,i,i,1.0,i,i,28,i
CCOC(=O)c1cc(C#N)c(Oc2ccccc2)nc1-c1ccccc1,i,i,i,i,i,i,0.1,i,i,0,i
COc1ccc2nc(NC(=O)NC3CCCCC3)sc2c1,i,i,i,i,i,i,2.4,i,i,49,i
CC(C)Cc1cc(C(=O)N2CCCC(C(=O)c3cc(F)ccc3F)C2)n(C)n1 (configuration not stated),i,i,i,i,i,i,-0.2,i,i,-4,i
Cc1cc(NC(=O)CC2CCCC2)n(-c2nc3ccccc3[nH]2)n1,i,i,i,i,i,i,-0.4,i,i,7,i
Nc1cccc(-c2cn3cccnc3n2)c1,i,i,i,i,i,i,4.1,i,i,25,i
N#CCCN(C(=O)COC(=O)c1ccc2c(=O)n3c(nc2c1)CCC3)c1ccc(F)cc1,i,i,i,i,i,i,0.2,i,i,4,i
NC(=O)N/N=C/c1sc(N2CCCCC2)nc1-c1cccs1,i,i,i,i,i,i,1.3,i,i,13,i
Clc1nnc(N/N=C/c2ccccc2)c2ccccc12,i,i,i,i,i,i,0.6,i,i,9,i
CCOC(=O)c1c(N)sc(C(=O)Nc2ccc3c(c2)OCO3)c1C,i,i,i,i,i,i,-2.1,i,i,6,i
CC(=O)N1CCC2(CC1)C/C(=N\NC(=S)Nc1ccccc1C)c1cc(O)ccc1O2,i,i,i,i,i,i,0.0,i,i,3,i
CCOc1ccccc1C(=O)Nc1ccc(S(=O)(=O)N2CCN(C)CC2)cc1,i,i,i,i,i,i,-0.2,i,i,13,i
COc1ccccc1N1CCN(CCCCN2C(=O)c3ccccc3C2=O)CC1,i,i,i,i,i,i,-0.2,i,i,7,i
O=C(NC12CC3CC(CC(C3)C1)C2)N(Cc1ccccc1)Cc1ccncc1,i,i,i,i,i,i,0.1,i,i,-1,i
CC(C)c1ccc(N=C2NN=C(c3cccs3)CS2)cc1,i,i,i,i,i,i,2.5,i,i,12,i
Cc1c(-c2ccccc2)nc2ccccc2c1C(=O)O,i,i,i,i,i,i,-0.4,i,i,20,i
Cc1ccc(N(C(=O)c2csnn2)C(C(=O)NC2CCCCC2)c2ccccn2)cc1 (configuration not stated),i,i,i,i,i,i,0.5,i,i,3,i
Cc1ccc(S(=O)(=O)N(C)C2(C)CCS(=O)(=O)C2)cc1 (configuration not stated),i,i,i,i,i,i,-0.2,i,i,13,i
COc1ccc(S(=O)(=O)N2CCCCCC2)cc1C(=O)N(C)Cc1ccccc1F,i,i,i,i,i,i,-0.1,i,i,32,i
CC(C)OC(=O)Cn1nc(C(c2ccccc2)c2ccccc2)oc1=O,i,i,i,i,i,i,-1.4,i,i,3,i
CC(C)Cc1oc(C(=O)O)cc1CN1CCOCC1,i,i,i,i,i,i,0.0,i,i,-4,i
CN(C)C1=NCCN1CCc1cccc(F)c1,i,i,i,i,i,i,-0.4,i,i,-4,i
CCN(CC)CCN(C(=O)c1ccc2c(c1)CCCC2)c1nc2ccc(OC)cc2s1,i,i,i,i,i,i,-0.9,i,i,7,i
COc1ccc(CCN2C(=O)CC(NNc3ccc([N+](=O)[O-])cc3)C2=O)cc1OC (configuration not stated),i,i,i,i,i,i,-0.1,i,i,32,i
CCOC(=O)Cn1c(=O)n(Cc2ccc(C)cc2)c(=O)c2cccnc21,i,i,i,i,i,i,-9.5,i,i,10,i
NS(=O)(=O)c1ccc(S(=O)(=O)N(Cc2ccccc2F)CC2CCCO2)cc1 (configuration not stated),i,i,i,i,i,i,-0.3,i,i,14,i
CCOC(=O)SC1=N/C(=C\c2ccc(N(C)C)cc2)C(=O)S1,i,-6*,7.8*,12*,i,i,-0.9,i,i,62,i
Cc1cc(N)ccc1N1CCCC1,i,i,i,i,i,i,-0.3,i,i,37,i
O=C(Nc1cccc(-c2cn3ccccc3n2)c1)c1cccc(Cl)c1,i,i,i,i,i,i,0.6,i,i,22,i
CC1=NN(C(N)=S)C(=O)C1N=Nc1ccccc1C (configuration not stated),i,i,i,i,i,i,0.3,nt,i,-2,i
Cc1nn(C(=O)c2cc3sccc3[nH]2)c(C)c1C,i,i,i,i,i,i,0.2,i,i,11,i
COc1ccc(S(=O)(=O)/N=C2/NC(=O)/C(=C\c3ccco3)S2)cc1,i,i,i,i,i,i,0.1,i,i,13,i
CC(C)c1ccc(S(=O)(=O)Nc2ccc(N3CCOCC3)cc2)cc1,i,i,i,i,i,i,-1.9,i,i,23,i
COCCn1c(=S)[nH]c2cc(C(=O)NCCCN3CCOCC3)ccc2c1=O,i,i,i,i,i,i,0.5,nt,i,-1,i
CCS(=O)(=O)/N=C(\N)c1ccccc1,i,i,i,i,i,i,-0.6,i,i,10,i
Cn1c(-c2sc3cc(C(F)(F)F)cnc3c2-c2cccnc2)n[nH]c1=S,i,i,i,i,i,i,0.1,i,i,6,i
CNC(=S)N1N=C(c2ccccc2)CC1c1ccc(Br)cc1 (configuration not stated),i,i,i,i,i,i,0.9,i,i,48,i
CNC(=O)Nc1cccc(-c2cc(-c3c(Cl)cccc3Cl)no2)c1,i,i,i,i,i,i,-0.2,i,i,7,i
COCc1cc(C)n(CC(=O)NCc2ccccc2)c(=O)c1C#N,i,i,i,i,i,i,0.1,i,i,8,i
Cn1c(=O)c2c(ncn2CC(=O)Nc2ccc3c(c2)OCO3)n(C)c1=O,i,i,i,i,i,i,-0.1,i,i,17,i
Cn1c(=N)n(CC(=O)c2ccc(Br)s2)c2ccccc21,i,i,i,i,i,nt,-20,i,i,25,i
O=S1(=O)CCOC[C@H](Cc2ccccc2)N1Cc1cccc(C(F)(F)F)c1,i,i,i,i,i,i,-0.3,i,i,18,i
COc1ccc(OCC(=O)Nc2ccccc2Cl)cc1,i,i,i,i,i,i,3.2,i,i,-2,i
COc1ccc(Cc2nc3ccc(S(=O)(=O)N4CCOCC4)cc3[nH]2)cc1,i,i,i,i,i,i,0.1,i,i,0,i
CS(=O)(=O)c1cccc(C(=O)NCc2ccccc2)c1,i,i,i,i,i,i,-0.4,i,i,4,i
O=C(O)c1sc2cc(C(F)(F)F)cnc2c1-c1ccccc1,i,i,i,i,i,i,0.0,i,i,6,i
# (listing goes on)
SMILES,MrgX1 agonist,TRPC6 inh,MrgX1 allo act,TRPC6 activator,TRPC4 PAM,PolyA inh,HIF act,TRPC4 inh,MrgX1 antag,AI-2 QS modul,TRPC4 act
CCOC(=O)c1cnc2c(C)cc(Cl)cc2c1N1CCN(C)CC1,i,i,i,i,i,i,-1.5,i,i,32,i
COc1ccc2c(c1)C(=NN)c1cc(OC)ccc1-2,i,i,i,i,i,i,0.6,i,i,24,i
CCCCn1c(N)c(N(CC(C)C)C(=O)C2CCN(c3ncnc4sc(C)c(C)c34)CC2)c(=O)[nH]c1=O,i,i,i,i,i,i,1.5,i,i,18,i
COc1ccc(C(=O)Nn2cc3c(c2-c2ccccc2)c(=O)n(C)c(=O)n3C)cc1,i,i,i,i,i,i,-0.6,i,i,12,i
C/C=C/C(=O)OCC(=O)Nc1cc([N+](=O)[O-])ccc1Cl,i,i,i,i,i,i,-0.5,i,i,22,i

# Entries of single compounds as entered above.
# `Cn1c(-c2sc3cc(C(F)(F)F)cnc3c2-c2cccnc2)n[nH]c1=S` across the screens: MrgX1 agonist = i; TRPC6 inh = i; MrgX1 allo act = i; TRPC6 activator = i; TRPC4 PAM = i; PolyA inh = i; HIF act = 0.1; TRPC4 inh = i; MrgX1 antag = i; AI-2 QS modul = 6; TRPC4 act = i
# `c1ccc(-n2ncc3c(NCc4cccnc4)ncnc32)cc1` across the screens: MrgX1 agonist = i; TRPC6 inh = i; MrgX1 allo act = i; TRPC6 activator = i; TRPC4 PAM = i; PolyA inh = i; HIF act = 2.4; TRPC4 inh = i; MrgX1 antag = i; AI-2 QS modul = 17; TRPC4 act = i

# Only part of the results is shown; the hit share may differ from the screen's.
